TDP1 inh – blocks human tyrosyl-DNA phosphodiesterase 1 | Q9NUW8 | recombinant TDP1, AlphaScreen DNA substrate cleavage | Potency, µM (series often up to 130 µM), for the others: top-dose activity change, negative = inhibition, most hits filed as inhibitors | hit rate 0.28% among 350,000 | AID 485290; active means well fitted inhibition curve with a large enough effect; further: nearly all actives have a fitted effect of over 40% in size
Target sequence (Q9NUW8 whole entry, looked up): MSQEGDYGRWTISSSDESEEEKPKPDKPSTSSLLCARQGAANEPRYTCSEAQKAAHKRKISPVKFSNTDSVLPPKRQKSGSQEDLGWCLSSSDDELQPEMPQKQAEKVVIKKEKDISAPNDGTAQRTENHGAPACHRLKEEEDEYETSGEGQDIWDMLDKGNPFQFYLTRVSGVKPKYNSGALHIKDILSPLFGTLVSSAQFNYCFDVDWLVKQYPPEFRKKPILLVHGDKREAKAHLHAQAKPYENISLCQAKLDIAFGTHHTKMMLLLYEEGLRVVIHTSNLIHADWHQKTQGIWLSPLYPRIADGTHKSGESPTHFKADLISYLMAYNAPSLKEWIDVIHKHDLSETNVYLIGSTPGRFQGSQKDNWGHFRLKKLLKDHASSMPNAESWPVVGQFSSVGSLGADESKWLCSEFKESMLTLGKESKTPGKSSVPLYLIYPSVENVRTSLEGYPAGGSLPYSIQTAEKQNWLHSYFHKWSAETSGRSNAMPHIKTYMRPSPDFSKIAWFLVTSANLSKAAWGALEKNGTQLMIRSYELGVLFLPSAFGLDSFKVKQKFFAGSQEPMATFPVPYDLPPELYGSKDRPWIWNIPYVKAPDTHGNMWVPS
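Tdp1 1 nM final; 15 min RT w/ cpd; substrate 15 nM, 5 min; beads 10 ug/ml, 10 min; AlphaScreen read. Neg ctrl: no enzyme.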
Starred values were filed as active, the others as inactive; & = joins results of further samples; [ ] = another dose, or the depositor's remark. On the % scale 0 is the no-effect control and ±100 the full control effect; potency means the concentration at half of the fitted maximal effect.

| Structure | TDP1 inh |
| --- | --- |
| Cc1nc(NC2CCCCC2)c2nc(-c3ccccc3)n(CCN3CCCC3)c2n1 | 11.1% |
| Cc1ccc(O)c(C2=Nc3ccccc3N=C(c3cccc(F)c3)C2)c1 | -1.3%[12.3 µM] |
| CCCOc1ccc(C(=O)NC(=S)Nc2nc3ccc(C)cc3s2)cc1 | 1.0% |
| Cc1ccc(SCC(CC(C)C)N2CCN(C)CCC2=O)cc1 (stereo not given) | 6.8% |
| COc1ccccc1C(=O)Nc1c(C(=O)Nc2cc(Cl)ccc2C)sc2nc(C)cc(C)c12 | 0.6% |
| CC1OC(OCC2OC(Oc3c(-c4ccc(OCCO)c(OCCO)c4)oc4cc(OCCO)cc(O)c4c3=O)C(O)C(O)C2O)[C@@H](O)C(O)C1O (stereo not given in full) | 5.8% |
| Cc1ccc2c(c1)NC(=O)C(CC(=O)NCCCN1CCN(C3CCCCC3)CC1)O2 (stereo not given) | 1.1% |
| Cc1c(C(=O)O)sc(S(=O)(=O)N2CCNCC2)c1C(=O)O | -12.8% |
| O=C(NCc1ccccc1)C1(C(F)(F)F)C/C(=C\Cc2ccccc2)CCCO1 (stereo not given) | 6.2% |
| CCCCC(CC)CN (stereo not given) | 0.8%&17.2% |
| COc1cc(OC)cc(C2=Nn3c(nnc3-c3cccc(OC)c3)SC2)c1 | 2.1% |
| NCCC[C@@H](CC(=O)N[C@@H]1CCNC[C@H]1C(=O)N[C@H](CC(=O)N[C@@H](CCC(=O)O)CC(=O)O)Cc1ccccc1)NC(=O)C[C@H](Cc1c[nH]c2ccccc12)NC(=O)[C@@H]1CNCC[C@H]1N | 3.1% |
| CO[C@H]1[C@H](O[C@H]2O[C@@H](C)[C@@H](O[C@@H]3C[C@](C)(O)[C@H](O)[C@H](C)O3)[C@@H](N(C)C)[C@@H]2O)[C@@H](CC=O)C[C@@H](C)[C@@H](O[C@H]2CC[C@H](N(C)C)[C@H](C)O2)/C=C\C=C/C[C@@H](C)OC(=O)C[C@H]1O | 14.4%[21 µM] |
| COc1ccc(C2CC(c3ccccc3)Oc3cc(OC)c(OC)c(OC)c32)cc1 (stereo not given) | 13.8%&13.2% |
| Clc1ccc(-c2nnc3sc(-c4ccco4)nn23)c(Cl)c1 | -2.4% |
| CCCCCCCCCCCCC/C=C/[C@@H](O)[C@H](CO)NC(=O)CCCCC | 14.1% |
| COCn1c2ccccc2c2nnc(C(C)=O)nc21 | 5.8%&10.1%[21 µM] |
| Cc1ccc(-c2ccc(/C=C(\C#N)C(=O)Nc3cc(C)nn3-c3ccccc3)o2)cc1 | 2.6% |
| COc1cc(-c2nnc(COC(=O)c3c4c(nc5ccccc35)CCCC4)o2)cc(OC)c1OC | 3.9% |
| Cc1cc2c(nc1C)CCCN2C[C@H](C)O/N=C1/[C@H]2O[C@@H]2[C@@H](O)[C@H]2[C@H]1CCn1c(=O)n(-c3ccccc3)c(=O)n12 | 5.8%[21 µM] |
| COc1cccc([C@@H]2Oc3ccc(Br)cc3C(=O)[C@H]2OC(=O)Nc2cc(OC)c(OC)c(OC)c2)c1 | 6.2% |
| COc1ccc(COC(=O)N/N=C2/C[C@@H](O)[C@@H](O)[C@@H]3[C@@H]4C(=O)N(C[C@@H]5CCCO5)C(=O)[C@H]4CC[C@H]23)cc1 | 5.8%[21 µM] |
| C=CCC(C)(O)/C=C/c1ccccc1 (stereo not given) | 6.2% |
| C[C@H]1Cc2c(-c3ccccc3)nc3c(c2CO1)CN(C(=O)c1cc(I)ccc1F)CC3 | 9.2%[12.3 µM] |
| COc1cccc([C@@H]2Oc3ccc(OC)cc3/C(=N/O[C@@H](C)CN3CCCc4nc(C)c(C)cc43)[C@@H]2O)c1 | -0.5%[21 µM] |

Four entries from above, with each value named:
smiles: COc1ccc(C2CC(c3ccccc3)Oc3cc(OC)c(OC)c(OC)c32)cc1 (stereo not given)
  TDP1 inh: 13.8%&13.2%

smiles: COc1cccc([C@@H]2Oc3ccc(Br)cc3C(=O)[C@H]2OC(=O)Nc2cc(OC)c(OC)c(OC)c2)c1
  TDP1 inh: 6.2%

smiles: C[C@H]1Cc2c(-c3ccccc3)nc3c(c2CO1)CN(C(=O)c1cc(I)ccc1F)CC3
  TDP1 inh: 9.2%[12.3 µM]

smiles: Cc1ccc2c(c1)NC(=O)C(CC(=O)NCCCN1CCN(C3CCCCC3)CC1)O2 (stereo not given)
  TDP1 inh: 1.1%

Going on with the list:
| Structure | TDP1 inh |
| --- | --- |
| COc1cc(C(C)C)c2c(c1)S(=O)(=O)N(COc1cc(=O)n3cccc(OCCN4CCCCC4)c3n1)C2=O | 16.7% |
| O=C(Cn1c(=O)c(=O)n(Cc2ccccc2)c2ccc(Cl)cc21)Nc1cc(F)ccc1F | 8.2% |
| O=C1CSC2(C(=O)N(Cc3cccc(F)c3)c3ccccc32)N1c1cccc(C(F)(F)F)c1 (stereo not given) | -2.8% |
| CC(=O)N[C@H](C(=O)O)C(C)(C)SN=O | 15.3% |
| CC(=O)Nc1ccc(Nc2ncnc3ccccc23)cc1 | 4.3% |
| Cn1c(=O)c2c(nc(Oc3ccccn3)n2C)n(C)c1=O | 2.1% |
| O=C(c1cc(COc2ccc3c(c2)CCCC3)on1)N1CCCC1 | -3.8% |
| Cc1ccc(Cc2cnc(NC(=O)C3Cc4ccc(C)cc4C(=O)O3)s2)cc1 (stereo not given) | -4.2% |
| CN(C)/[N+]([O-])=N/Oc1cc(O/[N+]([O-])=N/N2CCCC2CO)c([N+](=O)[O-])cc1[N+](=O)[O-] (stereo not given) | 6.8% |
| O=C(CNC1CCCCCC1)Nc1ccc(N2CCCC2)cc1 | 1.0% |
| CCC/C=C(\CCC)C(NS(=O)(=O)c1ccc(-c2ccccc2)cc1)c1ccc(C(=O)OC)cc1 (stereo not given) | -2.1% |
| COc1cccc(C(=O)NC2CCN(C#N)CC2)c1 | 1.3% |
| COC(=O)[C@@H]1C=C[C@H](C)[C@H](CCOc2ccccc2)O1 | 0.6% |
| N#CCOc1ccc2oc(-c3ccco3)cc(=O)c2c1 | -5.3% |
| Brc1cccc(/C=N/Nc2nc(N3CCCCC3)nc(N3CCCCC3)n2)c1 | 4.8% |
| CC(C)c1ccc(-c2nc(C(N)=O)c3c(n2)n(-c2ccc4c(c2)OCO4)c(=O)n3C)cc1 | 5.3% |
| COC(=O)C/C=C\[C@@H](C)[C@@H](/C=N\O[C@@H](C)CN1CCCCc2nc(C)c(C)cc21)OC | 3.7%[21 µM] |
| COc1cccc(Nc2nc(C#N)nc(NC3CCCC3)n2)c1 | -3.5% |
| CCn1cc(C(=O)O)c(=O)c2cnc(N3CCN(C(=O)Nc4cccc5ccccc45)CC3)nc21 | -4.0% |
| C[C@@H]1CCC[C@]2(C)CCCC[C@@]12O | 3.0% |
| CCc1ccc(/C=C2\SC(=S)N(CCC(=O)NC3=NCCS3)C2=O)cc1 | 0.0% |
| CCSC[C@H](NC(=O)[C@H](C)NC(=O)[C@@H](N)Cc1ccc(O)cc1)C(=O)N[C@@H](CC(=O)O)C(=O)N[C@H](C(=O)N[C@@H](C)C(=O)N[C@H](C(=O)N[C@@H](CSCC)C(=O)N[C@H](C(=O)N[C@H](C(=O)N[C@@H](Cc1cnc[nH]1)C(=O)N[C@@H](CCCNC(=N)N)C(=O)N[C@@H](CC(C)C)C(=O)N[C@@H](C)C(=O)NCC(=O)N[C@@H](CC(C)C)C(=O)N[C@@H](CC(C)C)C(=O)N[C@@H](CO)C(=O)N[C@@H](CCCNC(=N)N)C(=O)N[C@@H](CO)C(=O)NCC(=O)NCC(=O)N[C@H](C(=O)N[C@H](C(=O)N[C@@H](CCCCN)C(=O)N[C@@H](CC(N)=O)C(=O)N[C@@H](CC(N)=O)C(=O)N[C@@H](Cc1ccccc1)C(=O)N[C@H](C(=O)N1CCC[C@H]1C(=O)N[C@H](C(=O)N[C@@H](CC(N)=O)C(=O)N[C@H](C(=O)NCC(=O)N[C@@H](CO)C(=O)N[C@@H](CCCCN)C(=O)N[C@@H](C)C(=O)N[C@@H](Cc1ccccc1)C(N)=O)C(C)C)[C@@H](C)O)C(C)C)C(C)C)C(C)C)[C@@H](C)O)C(C)C)[C@@H](C)O)[C@@H](C)O | 11.5% |
| COC(=O)[C@@]1(Cc2ccccc2)[C@H]2c3cc(C(=O)N(C)C)n(Cc4ccc(OC)c(OC)c4)c3C[C@H]2CN1C(=O)c1ccccc1 | 20.7% |
| COCCNC(=O)[C@H](C)/C=C/C(NC(=O)OCc1ccccc1)c1ccc(C(=O)OC)cc1 (stereo not given in full) | 6.9% |
| CSc1nnc2n(C3CCCCC3)c(=O)c3c4c(sc3n12)CCCC4 | 2.4% |

Continued, starting with the last 2 of the part before.
SMILES | TDP1 inh
COCCNC(=O)[C@H](C)/C=C/C(NC(=O)OCc1ccccc1)c1ccc(C(=O)OC)cc1 (stereo not given in full) | 6.9%
CSc1nnc2n(C3CCCCC3)c(=O)c3c4c(sc3n12)CCCC4 | 2.4%
C=CCOC(=O)N[C@H](/C(C(=O)OC)=C(\C)NCc1ccccc1)c1cccc(F)c1 | -0.6%
Cc1nc(NC2=NCN(CCc3ccccc3)CN2)nc2ccccc12 | 3.1%
Cc1ccc(N2CCN(S(=O)(=O)c3ccc(Cl)c4ccccc34)CC2)c(C)c1 | -1.9%
O=C(NC1CCCCC1)OCCN1CCN(Cc2ccccc2)CCC1=O | 2.7%
Cc1ccc(CN=C2NC(=O)C(CC(=O)NCCc3ccccc3)S2)cc1 (stereo not given) | 0.0%
O=C(CSc1nnc(-c2ccc3c(c2)OCCO3)o1)NC1CCCCC1 | 1.9%
CC(C)C[C@H](NC(=O)CNC(=O)[C@H](C)NC(=O)[C@H](CC(C)C)NC(=O)[C@H](CCCNC(=N)N)NC(=O)[C@H](Cc1cnc[nH]1)NC(=O)[C@@H](NC(=O)[C@@H](N)C(C)C)[C@@H](C)O)C(=O)N[C@@H](CC(C)C)C(=O)N[C@@H](CO)C(=O)N[C@@H](CCCNC(=N)N)C(=O)N[C@@H](CO)C(=O)NCC(=O)NCC(=O)N[C@H](C(=O)N[C@H](C(=O)N[C@@H](CCCCN)C(=O)N[C@@H](CC(N)=O)C(=O)N[C@@H](CC(N)=O)C(=O)N[C@@H](Cc1ccccc1)C(=O)N[C@H](C(=O)N1CCC[C@H]1C(=O)N[C@H](C(=O)N[C@@H](CC(N)=O)C(=O)N[C@H](C(=O)NCC(=O)N[C@@H](CO)C(=O)N[C@@H](CCCCN)C(=O)N[C@@H](C)C(=O)N[C@@H](Cc1ccccc1)C(N)=O)C(C)C)[C@@H](C)O)C(C)C)C(C)C)C(C)C | 7.5%
CCCCC1=CC2=CC(=O)C(C)(OC(=O)CCC(=O)OC)C(=O)C2=CO1 (stereo not given) | 0.6%

(list continues)
SMILES | TDP1 inh
CO[C@H]1COC(=O)C/C=C\[C@H](C)COC(=O)[C@@H](C)NC(=O)C/C=C\[C@@H]1C | 5.8%[21 µM]
C#CCOCCOCCOCCNc1nc(N2CCN(C(=O)C(Cc3ccc(O)cc3)n3cc(C(N)CC(C)C)nn3)CC2)nc(N2CCN(C(=O)C(Cc3cc4ccccc4[nH]3)n3cc(C(N)C(C)CC)nn3)CC2)n1 (stereo not given) | 6.4%
COc1ccc(CCN(Cc2cc3cc4c(cc3[nH]c2=O)OCO4)C(C)=O)cc1OC | 4.2%
CCCCCCC(=O)Cc1cc(OC)c(OC)cc1/C=C(/C(C)=O)C(=O)OC | 1.6%[21 µM]
COc1ccc(-n2c(C)nc3sc4c(c3c2=O)CCCC4)cc1 | 0.6%
O=C1Nc2ccccc2Oc2cc(Oc3cccc(Cl)c3)ccc21 | 7.1%
COc1ccc(NCc2cc3cc4c(cc3n(CC(=O)Nc3ccc(C)c(C)c3)c2=O)OCO4)cc1 | 5.6%
CNC(=O)[C@]1(C(F)(F)F)C[C@H](CCc2ccccc2)CCCO1 | 5.0%

Going on with the list:
SMILES | TDP1 inh
O=C(Nc1cc(C(F)(F)F)ccc1O)Nc1cc(C(F)(F)F)ccc1O | 7.5%
COC(=O)c1cccc(Cn2cc([N+](=O)[O-])cn2)c1 | 0.0%
CCC1OCCC=CC1C (stereo not given) | 7.9%[21 µM]
CC1(O)C(=O)C=C2C=C(c3ccc(C#N)cc3)OC=C2C1=O (stereo not given) | 8.1%
CCc1cc2cc3c(cc2nc1SCC(=O)Nc1cc(OC)c(OC)cc1C(=O)O)OCO3 | -2.3%
O=C(O)c1ccc(S(=O)(=O)N[C@H](Cc2ccc(C(F)(F)F)cc2)C(=O)O)cc1 | 11.5%
CCNC(=S)N/N=C(\C)c1ccc2ccccc2c1 | 7.7%
O=C(Nc1ccccc1)OC[C@H](CN1CCCCC1)OC(=O)Nc1ccccc1 | 5.7%[56.1 µM]

More records:
SMILES | TDP1 inh
Cc1noc(C)c1CSc1ncnc2sc3c(c12)CCC(C)C3 (stereo not given) | 2.6%
COc1cc(CCC(=O)N2CCN(c3ccc(N4CCOCC4)nn3)CC2)cc(OC)c1OC | 2.0%
N#CC1(c2ccc(NC(=O)c3ccccc3)cc2)CCCC1 | 3.4%
CCCN[C@@H](C)C(=O)Nc1ccccc1C | 2.7%
O=C1NC(Cc2ccccc2)c2nc3cc(F)ccc3c(=O)n2-c2ccc(Cl)cc21 (stereo not given) | 0.3%
COC(=O)c1ccc2c(c1)N(Cc1cc(C)ccc1C)C(=O)c1ccccc1S2=O (stereo not given) | 3.9%
C=CCOC(=O)C(C(C)=O)C(NC(=O)OC)c1ccco1 (stereo not given) | 6.9%[21 µM]
CN1CCc2c(cc(O)c(O)c2Cl)C(c2cccc(Cl)c2)C1 (stereo not given) | -0.5%[56.1 µM]

Later entries
SMILES | TDP1 inh
Cc1ccc(-n2nc(C)c(C(=O)NCCCN3CCN(c4ccc(F)cc4)CC3)c2-n2cccc2)cc1 | 8.5%
O=C1CC(c2ccccc2)CC2=C1C1(CCCCC1)N=C(Nc1nc3ccccc3o1)N2 (stereo not given) | 0.5%
CCOC(=O)c1cc(C(=O)c2ccccc2O)cn2c(=O)c3c(C)c(C)sc3nc12 | -5.5%
C#CCOCCOCCOCCNc1nc(N2CCN(C(=O)Cn3cc(CCCCN)nn3)CC2)nc(N2CCN(C(=O)[C@H](C)n3cc(CCCN=C(N)N)nn3)CC2)n1 | -6.6%

High-throughput results (PubChem)

A portion of the library (hit frequency here may not be typical).
